# Bioassay records deposited in PubChem BioAssay by National Center for Advancing Translational Sciences (NCATS).
# PTHR1 agonist: activates the human parathyroid hormone receptor PTHR1 | HEK293 GP2 PTHR1 cells, GloSensor cAMP luminescence, 1 h | AID 743266 | Potency, µM (doses to about 115 µM), for inactives: top-dose activation, most hits filed as activators | Q03431 | hit rate 0.075% among 410,000; note: potency is the fitted concentration of half-maximal effect; nearly all actives have a fitted effect of over 55% in size; some results filed as inactive show a strong effect at the top dose; inactives centre near -15; many of its hits are not listed in these tables
# Target sequence (Q03431 whole entry, looked up): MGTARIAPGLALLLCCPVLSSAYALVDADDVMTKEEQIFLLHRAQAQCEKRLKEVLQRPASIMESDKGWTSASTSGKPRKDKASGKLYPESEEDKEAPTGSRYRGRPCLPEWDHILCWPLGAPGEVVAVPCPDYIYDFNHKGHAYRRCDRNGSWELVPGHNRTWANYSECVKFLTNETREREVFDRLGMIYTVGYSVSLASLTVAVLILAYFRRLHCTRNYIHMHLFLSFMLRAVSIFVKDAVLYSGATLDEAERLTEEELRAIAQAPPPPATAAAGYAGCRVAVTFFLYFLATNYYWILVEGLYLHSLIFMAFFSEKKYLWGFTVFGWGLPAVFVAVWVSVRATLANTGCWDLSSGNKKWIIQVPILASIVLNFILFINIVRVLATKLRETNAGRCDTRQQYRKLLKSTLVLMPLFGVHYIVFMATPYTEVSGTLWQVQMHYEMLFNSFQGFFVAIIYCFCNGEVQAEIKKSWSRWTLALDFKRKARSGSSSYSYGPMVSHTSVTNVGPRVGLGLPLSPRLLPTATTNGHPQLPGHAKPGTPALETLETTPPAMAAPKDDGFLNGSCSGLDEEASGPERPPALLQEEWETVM
#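 HEK-293-derived GP2 cells expressing PTHR1 and a GloSensor cAMP reporter, 3,000/well, plated overnight, given luciferin plus IBMX (each 0.5 mM as added) for 1 h at 37 °C, then compound for 1 h at 37 °C. Luminescence was read after 15 min at room temperature.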
# Akt phos inh: Akt phosphorylation inhibition. activity change, % for hits at 50 µM. AID 651550. hit rate 0.32% among 360,000. Neuro2A IGF-stimulated pAkt S473 HTRF, 20 min; stronger effect = lower value; in the data active = activity change below about -80%; inconclusive = mostly about -51% to -80%; note: % is set by controls: 0 for no effect and ±100 for the full control effect
#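 Single-point screen (50 µM final compound) in Neuro2A cells stimulated 20 min with 6 nM IGF at 37 deg C. After lysis, Ser473-phosphorylated Akt read by HTRF (ex 330 nm, em 615/665 nm) as the 665/615 ratio.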
# aSyn rescue: inhibitors of alpha-synuclein toxicity in yeast. AID 652106. hit rate 0.14% among 370,000. Yeast expressing alpha-synuclein, growth rescue, BacTiter-Glo, 24 h. Potency, µM (series often up to 46.1 µM), inactives show top-dose growth rescue (activation), most hits filed as activators; note: potency is the fitted concentration of half-maximal effect; % of control where 0% means no effect; nearly all actives have a fitted effect of over 65% in size
#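 Readout is rescue of growth in alpha-synuclein-expressing yeast, so inhibitors of toxicity appear as activators. Growth after 24 hr at 30 deg C in galactose medium is quantified by luminescence.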
# Abeta yeast res: compounds reversing amyloid beta toxicity in yeast; yeast expressing A-beta42, growth rescue, OD600, 48 h; response scale: 0% DMSO, 100% iron-clioquinol control; Potency, µM (doses to about 46.1 µM), for the others: top-dose growth rescue, hits mostly activators; hit rate 0.063% among 410,000; AID 1347071; note: potency is the fitted concentration of half-maximal effect; nearly all actives have a fitted effect of over 55% in size
#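 Yeast growth medium received pinned compounds, then yeast cells expressing toxic A-beta were added; plates incubated at 30 C for 48 hr. Growth read as absorbance at 600 nm, normalized to DMSO and equimolar FeCl3 plus clioquinol controls.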
# GLP-1R inv ag: acts as inverse agonist at human GLP-1 receptor; P43220; HEK293 GLP-1R CRE-luciferase, luminescence, 24 h; GLP-1R form is constitutively active; Potency, µM (series often up to 38.3 µM), inactives show at the top dose activity change, negative = inhibition, most hits filed as inhibitors; hit rate 1.6% among 410,000; AID 624417; note: potency is the fitted concentration of half-maximal effect; % is set by controls: 0 for no effect and ±100 for the full control effect; nearly all actives have a fitted effect of over 55% in size
# Target sequence (P43220 whole entry, looked up): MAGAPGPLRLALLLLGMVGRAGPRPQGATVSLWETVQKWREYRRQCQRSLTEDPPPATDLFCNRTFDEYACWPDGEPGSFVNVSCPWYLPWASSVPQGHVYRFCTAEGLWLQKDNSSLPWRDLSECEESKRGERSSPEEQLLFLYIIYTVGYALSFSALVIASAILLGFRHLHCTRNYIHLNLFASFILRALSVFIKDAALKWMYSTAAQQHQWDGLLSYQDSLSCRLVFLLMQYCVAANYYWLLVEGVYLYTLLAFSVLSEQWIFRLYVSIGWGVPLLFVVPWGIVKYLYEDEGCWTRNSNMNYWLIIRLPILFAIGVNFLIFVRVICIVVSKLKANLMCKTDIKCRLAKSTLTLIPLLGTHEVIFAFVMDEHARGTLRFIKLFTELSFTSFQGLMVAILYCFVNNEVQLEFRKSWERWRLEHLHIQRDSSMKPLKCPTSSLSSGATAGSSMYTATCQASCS
#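 Assay principle: reduced luminescence from a cAMP-responsive reporter in HEK293 cells co-expressing a constitutively active GLP-1R. Conditions: 24 hr compound incubation, 37 deg C, 5% CO2.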
# Mm-Cpn inhibitor: blocks the Methanococcus maripaludis chaperonin Mm-Cpn; purified Mm-Cpn ATPase, ADP Transcreener TR-FRET; Potency, µM (highest dose often 76.9 µM), for inactives: at the highest dose activity, negative = inhibition, actives largely listed as inhibitors; hit rate 0.031% among 330,000; AID 504842; note: potency is the fitted concentration of half-maximal effect; % is set by controls: 0 for no effect and ±100 for the full control effect; nearly all actives have a fitted effect of over 80% in size
#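 TR-FRET (320 nm excitation; 590 and 665 nm emission) reports ADP made from 10 uM ATP by 25 nM enzyme; compounds were preincubated 10 min, reaction run 30 min, both at 37°C.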
# GLP1R cytotox: cytotoxicity counter-screen for GLP-1 receptor inverse agonists; HEK293 cAMP-luciferase reporter cells, luminescence, 24 h; hit rate 0.13% among 410,000; Potency, µM (highest dose often 38.3 µM), without a hit: top-dose activity change, negative = inhibition, hits mostly inhibitors;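 note: loss of luciferase light is scored as toxicity; potency is the fitted concentration of half-maximal effect; % is set by controls: 0 for no effect and ±100 for the full control effect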
#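 To flag toxic compounds, the library was rerun on cells for 24 hr at 37 deg C and 5% CO2. Viability-linked luminescence was captured 12 min after adding luciferase detection reagent.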
# FUS suppressor: FUS proteinopathy suppression in yeast. S. cerevisiae FUS-expressing, growth rescue, OD600, 24 h. Potency, µM (top dose mostly 76.6 µM), without a hit: top-dose growth rescue (activation), usual class: activators. hit rate 0.24% among 390,000. AID 1347120;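 note: potency is the fitted concentration of half-maximal effect; plate controls were DMSO vehicle for no effect and reference control for full effect; nearly all actives have a fitted effect of over 55% in size; some results filed as inactive show a strong effect at the top dose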
#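 Absorbance at 600 nm, taken 24hr after compound addition, measured rescue of FUS-yeast growth at 30C. Induction used 2% galactose with seeding at OD 0.005. Controls: CP55940 from 92uM final, DMSO only.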
# TDP43 rescue: rescues yeast growth from TDP-43 toxicity; hit rate 1.8% among 410,000; Potency, µM (series often up to 46.1 µM), inactives show at the highest dose growth rescue (activation), hits mostly activators; TDP-43 expressing yeast growth rescue, BacTiter-Glo, 24 h; note: potency is the fitted concentration of half-maximal effect; % of control where 0% means no effect; nearly all actives have a fitted effect of over 50% in size
#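 Growth rescue of TDP-43-toxic yeast measured as ATP luminescence (BacTiter-Glo). Cells grown to mid-log in raffinose, induced in galactose at OD600=0.02, exposed to compound 24 hr at 30 deg C.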
# * = called active by the depositor; i = inactive; ? = inconclusive; . = not tested or not shown; [ ] = dose if it differs, or a comment. Unless noted, calls come from the whole dose curve; as a rule, active = well fitted curve in the direction sought with a large enough effect; inconclusive = small, poorly fitted or top-dose-only effect, or another doubt; inactive = no such curve, though single readings can be large; an effect the other way counts as inactive or inconclusive. Not all compounds are listed. The share of hits here may be higher or lower than overall.
SMILES,PTHR1 agonist,Akt phos inh,aSyn rescue,Abeta yeast res,GLP-1R inv ag,Mm-Cpn inhibitor,GLP1R cytotox,FUS suppressor,TDP43 rescue
COc1c(C)c2c(c(O)c1C/C=C(\C)CCC(=O)O)C(=O)OC2,23.7%,i,7.08µM*,23.0%,?,.,-21.6%,-13.5%,?
N#CCCn1cc(/C=N/O)c(-c2ccc(-c3ccccc3)cc2)n1,i,i,-1.7%,0.2%,?,-1.2%,-1.9%,23.8%,-5.0%
O=c1c2[nH]c3ccccc3c2ncn1CCN1CCOCC1,-11.2%,i,-1.2%,9.2%,16.0%,0.4%,1.5%,7.2%,10.9%
O=C(CC1N=C2c3ccccc3N=C(SCc3ccc(Cl)cc3)N2C1=O)NCCc1ccccc1 (configuration not stated),-15.1%,.,.,-22.0%,7.5%,.,8.1%,?,0.1%
CC(=O)c1cccc(N(C(=O)c2ccco2)C(C(=O)NC2CCCC2)c2ccccc2F)c1 (configuration not stated),i,i,-0.8%,4.2%,?,4.1%,-9.4%,26.6%,8.3%
O=C(CSc1nc2scc(-c3ccccc3)c2c(=O)[nH]1)N1CCOCC1,-20.5%,i,1.7%,12.0%,-3.4%,0.5%,-2.2%,.,7.1%
CN(CCc1ccccn1)c1ncnc2[nH]ncc12,i,i,1.3%,-1.9%,26.1%,2.2%,-4.4%,-9.1%,-10.5%
CCOC(=O)N1CCC(NS(=O)(=O)c2cc3c(cc2Cl)NC(=O)CO3)CC1,i,i,-4.0%,-3.9%,-10.3%,-1.0%,-23.9%,24.8%,-26.2%
CC1=C(C(=O)Nc2ccccc2)C(c2ccc(C)o2)N2C(=O)CSC2=N1 (configuration not stated),i,.,4.4%,24.5%,7.3%,-10.8%,58.7%[activator],?,-3.4%
CC1C/C(=N/N2C(=O)CSC2=S)CC(C)(C)C1 (configuration not stated),i,i,21.7%,-13.4%,-1.5%,-1.0%,-3.3%,15.5%,29.9%
CC(C)CCNC(=O)Cc1csc(-c2ccccc2)n1,-21.5%,i,6.4%,0.0%,-12.4%[7.66 µM],-4.1%,4.1%[7.66 µM],40.9%,-3.8%
COc1ccccc1CCNC(=O)C1CCC(=O)N(C2CC2)C1 (configuration not stated),i,i,-1.4%,5.4%,0.4%,-1.6%,-1.6%,-31.9%,20.5%
COc1ccc(CNCCC(c2ccc(OC(C)C)cc2)c2ccccc2OC)cc1OC (configuration not stated),i,i,0.1%,4.3%,?,?,?,27.7%,-3.0%
O=C(NCCCCNC(=O)c1ccc(Cl)s1)c1ccc(Cl)s1,i,i,1.0%,34.1%,6.6%,-15.4%,-7.5%,-6.2%,0.0%
CCOc1cc(CNC(=O)c2sc3ncnc(N(C)C4CCCCC4)c3c2C)ccc1OC,-11.1%,.,.,-9.8%,?,.,3.3%,?,0.0%
CC1=C(C(=O)N2CCOCC2)C(c2ccc(OC(F)F)cc2)NC(=S)N1c1ccccc1 (configuration not stated),-16.6%,i,-5.9%,0.9%,21.7%,0.5%,2.1%,9.7%,10.1%[9.22 µM]
NC(=O)Cn1c(-c2nonc2N)nc2ccccc21,i,i,1.0%,8.1%,-9.1%,0.5%,-2.7%,-17.4%,18.2%
Clc1ccc(-c2csc(N3CCC(c4ccccc4)C3)n2)cc1 (configuration not stated),-56.4%[inhibitor][57.5 µM],i,-9.4%,-3.1%,25.0%,0.0%,-3.9%,5.7%,10.1%
CCCc1nc(SCC(=O)Nc2ccc(N3CCOCC3)cc2)c2ccccc2n1,-1.0%,i,-1.8%,0.3%,38.5%[activator],-4.3%,10.8%,-20.8%,4.9%
O=C(Nc1ccccc1Cl)c1cc(C2CCCCN2C(=O)c2ccccc2)on1 (configuration not stated),-19.7%,i,9.1%,?,?,.,2.6%,?,29.9%
N#C/C(=C\c1cc([N+](=O)[O-])c(N2CCCCC2)cc1N1CCCCC1)c1nn(-c2ccccc2)c(N)c1C#N,-5.6%,i,3.8%,0.3%,16.3%,0.7%,17.1%,3.5%,15.7%
COc1ccc(Nc2nc3cc(-c4ccccc4C)sc3c(=O)n2C)cc1OC,i,i,?,-4.1%,16.1%,.,-1.1%,?,?
Cc1ccc(C(=O)/C=C/c2ccc(-c3ccc(C)cc3)o2)cc1,i,i,22.8%,1.9%,5.2%,-2.2%,92.5%[activator],14.1µM*,-25.2%
CCOc1ccc(NC(=O)CN(C)c2ccc(S(=O)(=O)N3CCOCC3)cn2)cc1OCC,i,i,-3.8%,0.6%,21.3%,0.5%,-1.4%,-1.1%,-2.7%
CN(C)c1ccc(/C=N/NC(=O)CNC(=O)c2ccco2)cc1,11.7%,i,-3.4%,-20.1%,13.5%,-4.5%,-3.4%,18.6%,0.0%

# Part of the list above, with two lines to a compound:
# Fields: PTHR1 agonist, Akt phos inh, aSyn rescue, Abeta yeast res, GLP-1R inv ag, Mm-Cpn inhibitor, GLP1R cytotox, FUS suppressor, TDP43 rescue
> CCOc1ccc(NC(=O)CN(C)c2ccc(S(=O)(=O)N3CCOCC3)cn2)cc1OCC
  i, i, -3.8%, 0.6%, 21.3%, 0.5%, -1.4%, -1.1%, -2.7%
> CN(C)c1ccc(/C=N/NC(=O)CNC(=O)c2ccco2)cc1
  11.7%, i, -3.4%, -20.1%, 13.5%, -4.5%, -3.4%, 18.6%, 0.0%

# Other records
SMILES,PTHR1 agonist,Akt phos inh,aSyn rescue,Abeta yeast res,GLP-1R inv ag,Mm-Cpn inhibitor,GLP1R cytotox,FUS suppressor,TDP43 rescue
C=C(C)Cn1c(C)cc(C)c(S(=O)(=O)c2ccc(C)cc2)c1=O,-85.9%[inhibitor],i,1.7%,1.7%,?,?,43.4%[activator],33.3%,-35.8%[inhibitor]
S=c1[nH]nc(COc2ccccc2)n1/N=C/c1ccco1,i,i,-8.5%,-19.4%,3.0%,-3.1%,-19.6%,-6.8%,-11.6%[0.397 µM]
Cc1cc(C(=O)CSc2nnc(-c3ccccc3)n2C)c(C)n1C,-8.3%[57.5 µM],i,-5.1%,-7.8%,5.6%,-0.5%,-8.4%,20.6%,-16.6%
CNC(=S)N/N=C/c1ccc(OCc2ccccc2)c(Br)c1,-3.1%,i,8.4%,6.6%,?,-1.3%,?,.,5.0%
COc1ccc(Cc2nc3ccc(C(=O)NCCc4ccccc4)cc3o2)cc1,i,.,.,-6.8%,?,.,-18.8%,23.3%,-20.4%
CC1CCCCN1S(=O)(=O)c1cccc(S(=O)(=O)N2CCOCC2)c1 (configuration not stated),-5.1%,i,14.3%,0.7%,-25.0%,-0.3%,-1.0%,-23.2%,8.3%
Cc1sc2ncnc(NCc3cccs3)c2c1C,-18.9%[57.5 µM],i,-0.6%,-11.4%,-9.6%,0.5%,-15.3%,3.0%,17.8µM*
S=C(Nc1ccccc1Cl)N1CCCCC1,i,i,-0.2%,0.0%,14.3%,-0.5%,-8.0%,.,10.9%
CC1(C(=O)NS(=O)(=O)c2ccc(C#N)cc2)CCN1C(=O)C1(c2ccc(Cl)cc2)CCC1 (configuration not stated),-18.8%,i,-3.6%,14.8%,?,.,-4.2%,3.0%,24.0%
CCN1CCN(CCCNC(=O)C2c3ccccc3C(=O)N(c3ccc(OC)cc3)C2c2ccc(OC)cc2)CC1 (configuration not stated),i,i,-0.7%,14.2%,-24.8%,-2.8%,-20.4%,-0.8%,4.4%
Cc1ccc(C2C3=C(CC(C)(C)CC3=O)OC3=C2C(=O)CC(C)(C)C3)cc1,i,i,-5.0%,-3.9%,-17.8%,1.4%,3.5%,15.9%,-11.0%
COc1cccc2c(=O)n(CC(=O)NCCc3ccccc3)ccc12,11.4%,i,1.3%,-1.9%,-4.3%,1.4%,-6.0%,-9.3%,-10.6%
Cc1cc(NC(=O)CSc2nnc(-c3ccncc3)n2C)n(-c2ccccc2)n1,-2.0%,i,2.4%,-3.3%,33.5%[activator],0.7%,0.8%,-11.8%,1.7%
CC(=O)c1sc2nc(-c3ccco3)ccc2c1N,-47.7%[inhibitor],i,16.6%,-13.5%,166.9%[activator],-20.0%,192.7%[activator],44.5%,-8.5%
Cc1ccc(CC(=O)Nc2ncc([N+](=O)[O-])s2)cc1,-34.9%[inhibitor],i,-7.8%,13.1%,?,-0.2%,?,-4.5%,27.8%
COc1ccccc1CNc1nc(NCC2CC2)nc2ccsc12,-21.0%,i,-0.2%,-12.3%,?,.,?,-1.1%,12.8%

# An excerpt from above in order of their number in Mm-Cpn inhibitor, largest number first:
SMILES	PTHR1 agonist	Akt phos inh	GLP-1R inv ag	Mm-Cpn inhibitor
Cc1cc(NC(=O)CSc2nnc(-c3ccncc3)n2C)n(-c2ccccc2)n1	-2.0%	i	33.5%[activator]	0.7%
CCN1CCN(CCCNC(=O)C2c3ccccc3C(=O)N(c3ccc(OC)cc3)C2c2ccc(OC)cc2)CC1 (configuration not stated)	i	i	-24.8%	-2.8%
CC(=O)c1sc2nc(-c3ccco3)ccc2c1N	-47.7%[inhibitor]	i	166.9%[activator]	-20.0%
